DUSP3 inh: DUSP3 (human) phosphatase inhibition; P51452; recombinant VHR phosphatase, pNPP absorbance; inhibition, % at 13.3 µM; hit rate 0.52% among 290,000; in the data active means inhibition above about 50%; further: some compounds called inactive have numbers as strong as hits
Target sequence (P51452 whole entry, looked up): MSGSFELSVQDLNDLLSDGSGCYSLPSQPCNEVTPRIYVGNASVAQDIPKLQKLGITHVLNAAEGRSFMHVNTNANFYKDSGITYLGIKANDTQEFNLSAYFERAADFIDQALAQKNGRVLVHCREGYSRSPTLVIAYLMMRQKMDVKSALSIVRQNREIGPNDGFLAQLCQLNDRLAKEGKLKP
Rv3671c inh: Rv3671c (M. tuberculosis) protease inhibition | P9WHR9 | inhibition, % at 5.96 µM | hit rate 0.048% among 320,000 | AID 2606; in the data active means inhibition above about 38%;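 further: extracellular domain of Rv3671c used as enzyme; 0% = enzyme with DMSO and 100% = no enzyme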
Target sequence (P9WHR9 whole entry, looked up, the tested form may be a part): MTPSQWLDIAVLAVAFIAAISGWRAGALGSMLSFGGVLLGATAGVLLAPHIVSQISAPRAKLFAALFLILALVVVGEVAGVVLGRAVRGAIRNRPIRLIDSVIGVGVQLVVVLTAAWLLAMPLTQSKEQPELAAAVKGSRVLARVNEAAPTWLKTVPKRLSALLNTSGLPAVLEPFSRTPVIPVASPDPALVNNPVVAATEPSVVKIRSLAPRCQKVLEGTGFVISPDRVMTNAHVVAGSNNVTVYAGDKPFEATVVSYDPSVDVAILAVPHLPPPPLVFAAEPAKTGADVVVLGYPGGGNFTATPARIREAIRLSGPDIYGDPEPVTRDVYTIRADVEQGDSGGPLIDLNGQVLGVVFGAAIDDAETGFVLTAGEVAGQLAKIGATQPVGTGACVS
CCHFV vOTU inh: blocks the CCHF virus ovarian tumor domain protease; inhibition, % at 11.5 µM; hit rate 0.55% among 370,000; CCHFV vOTU protease, Pep-AMC fluorescence; AID 651958; in the data active means inhibition above about 30%; further: 0% = vehicle wells with enzyme and 100% = no enzyme wells
Yp Topo-I inh: inhibitors of Yersinia pestis topoisomerase I; Y. pestis Topo-I cleavage product accumulation, plate reader; activity, % at 10 µM; hit rate 0.064% among 360,000; AID 504884; in the data active means activity above about 50%, passing the limit was not always enough; further: inactives centre near 2
Vc quorum ag: inducers of Vibrio cholerae quorum light production without autoinducers; AID 588436; V. cholerae BH1578 lux reporter, luminescence, 6 h; activation, % at 18.7 µM; hit rate 0.16% among 350,000; in the data active means activation mostly above about 9.7%, no sharp cut-off; further: not every result past the cut was called active; inactives centre near 0; reference of the scale not given here
PrPC TRFRET: inhibitors of human cell surface prion protein PrPC | inhibition, % at 13.8 µM | TR-FRET read-out | P04156 | hit rate 0.43% among 370,000 | AID 720596; in the data active means inhibition above about 24%; further: 0% = median of the test wells and 100% = reference compound wells
SARS 3CLpro inh: SARS-CoV 3CLpro protease inhibition. hit rate 0.14% among 290,000. AID 1706. P0C6X7. inhibition, % at 6 µM. recombinant SARS-CoV 3CLpro, quenched FRET peptide cleavage; in the data active means inhibition above about 12%
MazEF act: activators of E. coli MazEF toxin-antitoxin RNase; P0AE70; FAM/BHQ RNA-DNA oligo cleavage fluorescence, 5 h; activation, % at 20 µM; hit rate 0.32% among 350,000; in the data active means activation above about 50%
Target sequence (P0AE70 whole entry, looked up): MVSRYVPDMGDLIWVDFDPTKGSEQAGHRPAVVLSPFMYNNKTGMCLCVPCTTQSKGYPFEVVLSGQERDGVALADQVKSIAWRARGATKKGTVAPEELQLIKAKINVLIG
PriA SSB inh: K. pneumoniae PriA-SSBct interaction inhibition | AID 1272365 | inhibition, % at 33 µM | AlphaScreen SSBct-PriA binding, biotinylated peptide | hit rate 0.6% among 430,000; in the data active means inhibition mostly above about 37%, no sharp cut-off; inactive means mostly below about 20%;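 further: plate controls were negative control peptide for no effect and reference peptide for full effect; strong numbers were not always called active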
TcdB inh: inhibitors of Clostridioides difficile toxin B glycohydrolase; P18177; hit rate 0.24% among 350,000; inhibition, % at 9.99 µM; TcdB glycohydrolase enzymatic assay, plate reader; in the data active means inhibition above about 10%
An asterisk follows results filed as active; i = inactive; / = not tested or not shown; & = joins results of further samples. Only part of the results is shown; rates above refer to the full screens.

Molecule	DUSP3 inh	Rv3671c inh	CCHFV vOTU inh	Yp Topo-I inh	Vc quorum ag	PrPC TRFRET	SARS 3CLpro inh	MazEF act	PriA SSB inh	TcdB inh
O=C(CCc1ccccc1)N1CCN(Cc2ccc(F)cc2Cl)CC1	30.0	-2.6	-11.0	40.8	i	1.5	-3.8	-8.1	-8.5	-0.2
COc1ccc(CCNCc2ccc(OCc3ccc(Cl)nc3)c(OC)c2)cc1OC	14.5	4.1	7.4	6.0	-5.9	-12.2	1.0	9.6	-2.3	/
O=C(CCCC1=NS(=O)(=O)c2ccccc2N1)OCc1ccc(Cl)cc1	7.1	12.4	6.1	24.4	-0.2	5.1	4.1	3.9	0.3	1.8
CCN(CC)CCC(c1ccc2c(c1)OCO2)c1c(OC)cc(OC)c2c(-c3ccccc3)cc(=O)oc12 (configuration not stated)	3.5	-5.2	10.0	-11.0	i	-20.1	/	15.4	24.5	0.7
O=C(NN1C(=O)c2ccc(-c3ccc4c(c3)C(=O)N(NC(=O)c3cccnc3)C4=O)cc2C1=O)c1cccnc1	24.4	-10.1	10.1	4.6	i	3.6	-3.0	23.9	-14.7	0.4
CC(C)=CCN1CCN(Cc2cccn2-c2ncccn2)CC1CCO (configuration not stated)	22.5	8.7	6.1	2.9	-1.6	-6.1	4.2	-1.0	9.8	1.0
COc1ccc2c(CN(C)c3ccccc3)cc(=O)oc2c1	7.9	/	-29.9	6.3	i	-8.9	-6.5	5.2	-6.8	1.3
COc1ccc(Nc2nc(C)cc(C)n2)cc1Cl	-17.9	0.1	5.6	-16.7	i	3.2	2.6	6.4	-12.7	-1.6
O=C(CC1CC2CCC1C2)N1CCN(S(=O)(=O)c2ccc(F)cc2)CC1 (configuration not stated)	/	/	0.3	24.1	-0.5	3.7	/	6.4	/	0.4
O=C(O)CC(=O)Nc1ccccc1C(=O)O	-6.7	2.6	-7.3	1.9	i	-1.5	0.6	-2.5	-9.9	/
O=S(=O)(c1ccc(Br)cc1)c1nc(-c2ccccc2)oc1NCCN1CCOCC1	15.0	1.4	9.9	26.3	i	-1.7	-5.1	6.6	7.3	1.0
COC(=O)c1c(C)oc(C)c1S(=O)(=O)NCc1ccc(Cl)cc1	16.5	-4.6	7.4	0.6	-0.8	-0.9	4.9	-2.1	-4.6	2.1
C/C=C/c1ccc(OCCOc2ccc(C=O)cc2OC)c(OC)c1	-22.2	3.5	7.8	3.7	3.7	-4.5	-2.5	-3.3	8.2	0.6
O=C(Cn1cnc2ccccc21)c1ccccc1	24.5	/	-5.0	-6.9	-0.4	5.1	2.4	7.7	4.1	0.6
COc1ccc(N2C(=O)c3ccccc3NC23C(=O)N(C)c2ccccc23)cc1 (configuration not stated)	6.9	7.5	-7.6	3.9	-0.8	-3.6	-0.2	5.0	-27.4	/
Cc1ccc(S(=O)(=O)N2CCCC2C(=O)OCc2nc3sc(C)c(C)c3c(=O)[nH]2)cc1 (configuration not stated)	10.5	-5.3	2.4	-3.6	5.3	-0.4	-2.8	-3.8	-18.1	/
Cc1cc(C)n2nc(S(=O)(=O)N(C)Cc3ccccc3)nc2n1	-1.5	-11.0	4.8	0.3	-1.7	4.2	-1.0	-2.0	-5.2	/
CSc1ccc(S(=O)(=O)NC2CCCCC2)cc1	13.3	8.1	-3.3	-0.3	1.0	7.1	-2.1	-7.9	-22.2	/
c1ccc(-c2cc3c(N4CCN(c5ccccc5)CC4)ncnc3s2)cc1	16.7	-14.7	-6.0	12.9	-0.2	0.1	8.9	2.0	16.9	-0.7
CCOC(=O)N1CCN(CC(=O)Nc2c(C(=O)OC)[nH]c3cc(C)ccc23)CC1	21.3	1.8	-2.6	17.9	-3.0	-2.0	0.9	-1.3	4.9	/
CC(C)=CCCC(C)CN1CCC(N2CCC(C(=O)N3CCCC3)CC2)CC1 (configuration not stated)	35.0	0.1	-11.4	12.9	i	-8.1	4.7	-1.3	-8.2	0.3
CCOCCn1c(=O)c2c(nc3n2CC(C)CN3CCc2ccccc2)n(C)c1=O (configuration not stated)	16.0	1.0	-3.8	14.4	-6.7	3.2	7.1	3.0	-16.9	1.8
COc1ccc(CC(=O)OC(C)CN2CCCC2)cc1 (configuration not stated)	4.0	1.1	1.1	-1.8	-0.3	-2.9	4.7	0.6	-8.7	/
Cc1ccccc1C(=O)NC(=S)Nc1sc2c(c1C#N)CCC(C)C2 (configuration not stated)	17.4	-7.9	8.7	1.8	2.6	-4.2	3.3	-2.3	-8.0	/
Cc1cc(C(=O)COC(=O)c2nn(C)c(=O)c3ccccc23)c(C)n1C	/	/	-2.3	16.7	-1.3	-2.5	/	0.8	2.1	0.5

Laid out differently: entries from further up
CCOCCn1c(=O)c2c(nc3n2CC(C)CN3CCc2ccccc2)n(C)c1=O (configuration not stated)
  DUSP3 inh: 16.0 | Rv3671c inh: 1.0 | CCHFV vOTU inh: -3.8 | Yp Topo-I inh: 14.4 | Vc quorum ag: -6.7 | PrPC TRFRET: 3.2 | SARS 3CLpro inh: 7.1 | MazEF act: 3.0 | PriA SSB inh: -16.9 | TcdB inh: 1.8
COc1ccc(CC(=O)OC(C)CN2CCCC2)cc1 (configuration not stated)
  DUSP3 inh: 4.0 | Rv3671c inh: 1.1 | CCHFV vOTU inh: 1.1 | Yp Topo-I inh: -1.8 | Vc quorum ag: -0.3 | PrPC TRFRET: -2.9 | SARS 3CLpro inh: 4.7 | MazEF act: 0.6 | PriA SSB inh: -8.7 | TcdB inh: /

The list goes on.
Molecule	DUSP3 inh	Rv3671c inh	CCHFV vOTU inh	Yp Topo-I inh	Vc quorum ag	PrPC TRFRET	SARS 3CLpro inh	MazEF act	PriA SSB inh	TcdB inh
CCc1nc2ccccc2n1CC(=O)NC1CCS(=O)(=O)C1 (configuration not stated)	/	6.3	-1.7	-11.3	-0.8	-4.7	/	4.5	-12.6	0.7
CN(CCCNC(=O)C1CCC(CNS(=O)(=O)c2ccccc2)CC1)Cc1ccccc1 (configuration not stated)	55.5*	0.3	6.3	-6.8	-0.3	-2.7	-1.9	3.6	-19.3	0.4
C#CCOCCOCCOCCNc1nc(N2CCN(C(=O)Cn3cc(CCO)nn3)CC2)nc(N2CCN(C(=O)[C@H]([C@@H](C)CC)n3cc(CCCCN)nn3)CC2)n1	/	/	-10.0	-0.5	-0.8	0.9	/	10.4	-7.3	0.7
Cc1ccc(C)c(NC(=S)NCCc2cnc[nH]2)c1	-11.7	-0.6	6.9	-1.6	i	-8.1	1.1	7.3	1.8	1.4
CC(C)Cn1c2c(c(O)c(C(=O)Nc3nc4ccccc4s3)c1=O)CCCC2	13.6	3.8	-15.2	-0.8	-0.7	4.9	-3.0	-6.5	-11.3	-0.3
O=C(CSc1nnnn1-c1ccc(O)cc1)NC1CCCCC1	1.1	-2.7	-9.6	4.6	-0.2	8.8	-3.4	13.4	-12.3	-0.3
COc1ccc(CC(=O)N2N=C(c3ccncc3)CC2(O)C(F)(F)F)cc1 (configuration not stated)	20.4	4.8	10.5	-0.5	-0.3	2.3	2.4	0.4	2.0	0.7
O=C(Oc1coc(CSc2ncccn2)cc1=O)c1ccco1	1.7	5.2	7.8	4.8	i	9.1	3.0	4.1	0.4	0.9
CC(C)CCNC(=O)C(C)N(Cc1ccc(F)cc1)C(=O)c1ccc(CN2CCCCC2)o1 (configuration not stated)	-4.9	0.9	/	29.3	3.3	/	-4.4	-14.4	-18.1	0.7
CCCCNC(=O)N(C)c1nc2ccccc2s1	7.3	2.4	11.4	1.5	-2.2	-0.1	2.3	-2.6	-14.9	1.0
Cc1cc(C)c2nc(N(CCCN(C)C)C(=O)c3ccc(S(=O)(=O)N4CC(C)OC(C)C4)cc3)sc2c1 (configuration not stated)	/	9.2	-6.5	-6.4	i	-11.6	/	16.2	5.7&5.0	4.1
Cc1cc(N2C(=O)c3ccc(C(=O)Nc4ccc(O)cc4C(=O)O)cc3C2=O)no1	20.8	-9.7	-0.5	-4.0	-0.3	-5.4	-2.5	4.4	0.9	0.4
CC(c1n[nH]c(=S)n1-c1ccc(Cl)cc1)N(C)C (configuration not stated)	1.5	6.5	-6.5	-4.0	-0.2	-1.6	-0.4	-4.1	-15.1	1.3
Cc1c(C(=O)Nc2ccc3c(c2)CCC3)cccc1[N+](=O)[O-]	36.0	0.5	2.3	-2.6	i	-5.8	3.2	4.3	3.4	0.5
CCOc1ccc2nc(C(=O)N3CCCC(C)C3)sc2c1 (configuration not stated)	-0.1	0.6	1.0	27.0	-0.4	4.7	-6.0	-4.1	-6.2	0.2
COCCNC(=O)/C(C#N)=C\c1ccc(CNS(=O)(=O)c2ccc(C)cc2)o1	22.5	5.9	2.3	-15.1	/	-0.5	3.2	8.7	-0.8	-0.5
CCCCOP(=O)(OCCCC)/C(C#N)=C(/C)O	15.8	-0.7	3.3	-7.1	-0.3	1.3	-0.9	7.1	-4.9	/
COc1ccc(N2CCN(C(=O)c3ccc(CS(=O)(=O)c4ccc(OC)cc4)o3)CC2)cc1	14.8	4.0	-2.2	14.6	-0.5	7.1	-0.1	7.9	3.8	-10.3
Cc1cc(C(F)F)n2ncc(C(=O)NCCc3ccc(Cl)cc3)c2n1	6.3	-2.9	14.7	29.9	i	-4.0	-2.3	6.5	-25.4	/
Cc1cc(C)c(NS(=O)(=O)c2ccc3c(c2)NC(=O)CCS3)c(C)c1	5.7	-7.7	18.8	-1.2	i	3.4	4.2	-12.9	-1.1	0.7
CCc1nn(C(CC)C(=O)NCc2cccc(OC)c2OC)c(=O)c2cc3occc3n12 (configuration not stated)	-13.4	8.2	17.7	15.2	i	1.2	0.9	-0.5	-22.7	-1.3
Cc1ccccc1OCCC(=O)Nc1ccc(Cl)cc1F	33.1	-5.3	-5.3	4.2	-0.4	-2.2	-3.5	-6.4	-38.4	0.9
COc1ccc(Nc2cnn(-c3nc4ccccc4s3)c(=O)c2Cl)cc1	13.3	-3.4	0.5	14.6	0.0	-3.2	-4.1	5.8	5.1	0.4
Cc1c(NC(=O)Nc2ccccc2C(F)(F)F)c(=O)n(-c2ccccc2)n1C	-1.2	3.9	4.6	-0.8	i	-3.0	3.2	0.3	7.0	-0.5
COc1ccc(-c2nc(-c3ccc4c(c3)OCO4)[nH]c2-c2ccc(OC)cc2)cc1	7.6	16.0	-3.1	-5.4	i	22.2	-3.3	20.0	34.2	/
O=C(Nc1ccccc1C(F)(F)F)c1cc(-c2cccc(O)c2)on1	11.6	-18.6	-18.8	3.5	-0.3	-4.5	-0.7	-4.5	-1.7	/
CCOC(=O)Nc1ccccc1C(=O)Nc1cc(C)cc(C)c1	3.0	-2.0	10.0	-4.7	-0.5	-7.6	6.0	-10.4	-24.3	0.9
O=C(Nc1ccccc1)c1cc(C2CCCCN2S(=O)(=O)Cc2cccc(C(F)(F)F)c2)on1 (configuration not stated)	/	/	23.8	5.8	-0.4	6.5	/	/	/	-7.2

Bioassay records: PubChem BioAssay, several laboratories
